# hERG protect – hERG rescue from dofetilide block, primary screen, cell-based, CHO-hERG, FluxOR thallium flux, dofetilide IC70; activation (rescue from dofetilide block), less the hit threshold, % at 10 µM; actives 0.51% (n = 310,000); AID 1511, 2009; Voltage-gated inwardly rectifying potassium channel KCNH2 (Homo sapiens), Q12809; dofetilide IC70 present;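 active = activation above the mean of controls blocked by dofetilide plus 5 SD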;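 note: thallium influx through hERG after potassium depolarization seen as dye fluorescence rise; in these data hits start at about 4.7%; inactives centre near -7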
# RGS4 act – RGS4 potentiators or activators, primary screen, cell-based, HEK293 M3R inducible RGS4, calcium flux. B-score at 10 µM. AID 463111, 2010. actives 0.92% (n = 310,000). carbachol calcium flux Fluo4; stronger effect = lower value;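 active = B-score of the integrated calcium signal more than 4 SD below the library mean, with starting fluorescence not abnormally high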;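 note: negative B-score means reduced calcium response which marks RGS4 activation or potentiation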
#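 Reagent: ECmax carbachol challenge; Test system: M3R-expressing HEK293 line, RGS4 induced by doxycycline; Schedule: overnight RGS4 induction, 30 min dye load 37 °C, 20 min compound RT; Detection: calcium dye Fluo4 fluorescence; Read-out: Agonist-evoked peak-minus-minimum fluorescence over baseline, integrated ratio, B score.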
# ANO1 block – TMEM16A chloride channel inhibitors, primary screen, cell-based, HTS | HEK293 TMEM16A/YFP iodide influx fluorescence, ionomycin | normalized B-score (activity score, 25-100; higher = stronger inhibition) at 10 µM | actives 1.2% (n = 310,000);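 active = ratio plate-corrected score three or more library SD toward inhibition, starting fluorescence score within five deviations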;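 note: score derived from kinetic fluorescence span divided by baseline fluorescence per well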
# HDAC3 inh – HDAC3 deacetylase inhibitors, primary screen, biochemical, fluorescence, cell-free homogeneous; recombinant HDAC3, fluorogenic peptide/trypsin coupled; inhibition, % at 8.3 µM; actives 0.15% (n = 320,000); AID 2718, 2010; in the data active = inhibition above about 26%, passing the limit was not always enough; inconclusive = no clear call, values can overlap the other calls
# Target sequence (O15379 whole entry, looked up): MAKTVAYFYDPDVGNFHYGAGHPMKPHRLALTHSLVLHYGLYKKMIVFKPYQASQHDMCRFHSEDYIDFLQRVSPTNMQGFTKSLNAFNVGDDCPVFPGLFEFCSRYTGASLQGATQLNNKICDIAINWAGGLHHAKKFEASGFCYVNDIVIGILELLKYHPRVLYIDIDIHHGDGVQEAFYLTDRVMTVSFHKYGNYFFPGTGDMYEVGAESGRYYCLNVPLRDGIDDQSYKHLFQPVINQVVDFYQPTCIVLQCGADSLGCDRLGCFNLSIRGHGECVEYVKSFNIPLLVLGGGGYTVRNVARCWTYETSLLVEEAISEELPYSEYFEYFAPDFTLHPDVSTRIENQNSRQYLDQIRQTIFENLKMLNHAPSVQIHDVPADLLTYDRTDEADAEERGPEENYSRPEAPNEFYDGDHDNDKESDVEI
# SKKanGAS inh – S. pyogenes SKKanGAS growth inhibitors in kanamycin, primary screen, streptokinase expression inhibitor project, SKKanGAS strain, BacTiter-Glo luminescence; 6 h; inhibition, % at 7.5 µM; actives 1.3% (n = 300,000); AID 1662, 2009;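 active = mean replicate score, as percent of positive control median, at least 50; inconclusive = mean below 50 but one replicate at or above 50; inactive = mean and every replicate below 50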;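 note: strain carries kanamycin resistance gene driven by streptokinase promoter and grows in 40 µg/ml kanamycin; loss of luminescence reflects streptokinase promoter inhibition or plain growth inhibition; 0% = median of DMSO wells and 100% = positive control at its reference dose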
# KCNQ1 inh – inhibitors of human KCNQ1 channel, primary screen, cell-based, thallium flux, high-throughput. CHO-K1 KCNQ1, FluxOR thallium flux fluorescence; stronger effect = higher value. B-score at 10 µM. Potassium voltage-gated channel subfamily KQT member 1 (Homo sapiens), P51787. actives 1.3% (n = 310,000);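 active = compounds whose thallium flux B-score, printed positive for inhibition, exceeds three library SD while starting fluorescence stays within three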;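 note: channel opened by potassium depolarization with thallium stimulus after 20 min compound exposure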
# ANO1 activ – TMEM16A chloride channel activators or potentiators, primary screen, cell-based, HTS; Anoctamin-1 (Mus musculus), Q8BHY3; HEK293 TMEM16A/YFP-H148Q/I152L, iodide quench fluorescence; stronger effect = lower value; B-score at 10 µM; actives 0.3% (n = 340,000); AID 623877, 2012;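 active = fluorescence-ratio B-score plate-corrected deviation score at least 3 library SD below zero, with starting fluorescence score within 5 deviations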;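 note: channel opened by trigger with iodide after compound preincubation; score built on the fluorescence ratio of max minus min over baseline; more negative score means more quench and so TMEM16A activation or potentiation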
# RGS4 inh – RGS4 inhibitors, primary screen, cell-based, HEK293 M3R inducible RGS4, calcium flux; AID 463165, 2010; actives 0.45% (n = 310,000); Fluo-4 calcium flux; stronger effect = higher value; triggered by carbachol at its EC20; B-score at 10 µM; Regulator of G-protein signaling 4 (Homo sapiens), P49798;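 active = B-score, a plate-corrected calcium signal, over three deviations above library mean, with baseline fluorescence within five deviations of library mean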;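 note: RGS4 expression induced by doxycycline in cells with stable M3 receptor; B-score is computed from the integrated fluorescence ratio over baseline after carbachol; higher B-score means a larger calcium signal and so more RGS4 inhibition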
# Target sequence (P49798 whole entry, looked up): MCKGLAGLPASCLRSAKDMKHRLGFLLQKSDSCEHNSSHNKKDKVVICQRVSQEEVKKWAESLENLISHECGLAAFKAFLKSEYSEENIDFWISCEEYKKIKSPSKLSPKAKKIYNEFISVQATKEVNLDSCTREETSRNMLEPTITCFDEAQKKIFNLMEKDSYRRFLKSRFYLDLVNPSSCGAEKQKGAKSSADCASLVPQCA
# KCNQ1 act – potentiators or activators of KCNQ1 channel, primary screen, cell-based, thallium flux, high-throughput; actives 0.35% (n = 310,000); CHO-K1 KCNQ1, thallium flux FluxOR fluorescence; stronger effect = higher value; B-score at 10 µM; Potassium voltage-gated channel subfamily KQT member 1 (Homo sapiens), P51787;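 active = fluorescence ratio B-score, a plate-corrected score, at least three library SD, with initial intensity B-score within 5 SD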
#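 Material: CHO-K1 cells stably expressing KCNQ1. Medium: assay buffer for compound exposure, DMSO matched across wells. Reagent: K+/Tl+ depolarizing stimulus. Compound dosing: single-concentration screen. Times: 37 °C overnight plating, 90-min dark dye load, 20-min compound pretreatment. Technique: FluxOR Tl+ flux fluorescence.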
# KCNK3 block – human KCNK3 channel inhibitors, primary screen, CHO cells, FluxOR thallium flux, B-score; FluxOR fluorescence; stronger effect = lower value; B-score at 10 µM; actives 0.84% (n = 340,000);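 active = B-score under library mean minus 4 SD, starting fluorescence ratio at most library mean plus 5 SD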;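 note: more negative B-score means stronger inhibition of thallium flux through KCNK3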
# KCNK9 inh – KCNK9 potassium channel inhibitors, primary screen, HEK293 cells, thallium flux | B-score at 10 µM | FluxOR thallium flux fluorescence; stronger effect = lower value | actives 1.2% (n = 310,000) | Potassium channel subfamily K member 9 (Homo sapiens), Q9NPC2;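 active = ratio B-score over 3 SD below the library mean, with starting fluorescence within 5 SD of its mean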;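 note: negative B-score means less thallium flux so channel inhibition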
# Target sequence (Q9NPC2 whole entry, looked up): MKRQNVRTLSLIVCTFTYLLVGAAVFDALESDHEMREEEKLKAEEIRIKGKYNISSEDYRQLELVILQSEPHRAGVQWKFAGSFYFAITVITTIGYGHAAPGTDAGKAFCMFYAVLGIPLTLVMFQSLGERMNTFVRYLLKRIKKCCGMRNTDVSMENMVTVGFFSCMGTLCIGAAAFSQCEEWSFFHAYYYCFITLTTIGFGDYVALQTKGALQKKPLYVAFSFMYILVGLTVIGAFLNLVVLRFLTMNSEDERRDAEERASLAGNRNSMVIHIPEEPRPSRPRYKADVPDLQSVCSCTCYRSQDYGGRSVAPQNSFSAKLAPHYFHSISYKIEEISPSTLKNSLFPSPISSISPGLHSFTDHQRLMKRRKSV
# The depositor's hits bear a star; i = inactive; ? = inconclusive; . = no result given.
# Below each compound: hERG protect, RGS4 act, ANO1 block, HDAC3 inh, SKKanGAS inh, KCNQ1 inh, ANO1 activ, RGS4 inh, KCNQ1 act, KCNK3 block, KCNK9 inh
- CCOc1ccc(S(=O)(=O)N2CCCC(C(=O)NCc3ccncc3)C2)cc1 (configuration not stated)
→ -11, i, i, 6, -3, i, i, i, i, i, i
- CCCCNC(=O)Cc1c(O)c2ccccc2[nH]c1=O
→ -7, i, i, -11, -4, i, i, i, i, i, i
- CC1=CCC2C(=O)N(c3cccc(C(=O)N(C)C4CCCCC4)c3)C(=O)C2C1 (configuration not stated)
→ -20, i, i, -2, 5, i, i, i, i, i, i
- CSc1nc(C)nc(C2CC2)c1C#N
→ 1, i, i, -6, -4, i, i, i, i, i, i
- N#CCC(=O)N/N=C/c1ccc(SCC(=O)Nc2ccccc2)o1
→ -12, i, i, -1, 2, i, i, i, i, i, i
- COc1ccc(S(=O)(=O)N2CCC3(CC2)OCCN3S(=O)(=O)c2ccc(OC)cc2)cc1
→ -11, i, i, -6, 1, i, i, i, i, i, i
- O=C(NCCCN1CCOCC1)c1ccc(CS(=O)(=O)Cc2ccc(Cl)cc2)o1
→ -10, i, i, 3, -3, i, i, i, i, i, i
- O=C(/C=C/c1ccco1)NCc1ccco1
→ -2, i, i, 2, 2, i, i, i, i, i, i
- Cc1cc(C)cc(NC(=S)Nc2ccc(Cl)c(Cl)c2)c1
→ -18, i, 100*, ?, 70*, 12*, -9.6*, i, i, -14*, i
- CC(=O)NCc1ccc(S(=O)(=O)N2CCCN(C)CC2)cc1
→ 0, i, i, -5, 2, i, i, i, i, i, i

# ANO1 activ, what is marked active above.
Molecule,HDAC3 inh,KCNQ1 inh,ANO1 activ,RGS4 inh,KCNQ1 act,KCNK3 block,KCNK9 inh
Cc1cc(C)cc(NC(=S)Nc2ccc(Cl)c(Cl)c2)c1,?,12*,-9.6*,i,i,-14*,i

# (list continues)
# Below each compound: hERG protect, RGS4 act, ANO1 block, HDAC3 inh, SKKanGAS inh, KCNQ1 inh, ANO1 activ, RGS4 inh, KCNQ1 act, KCNK3 block, KCNK9 inh
- C/C(=C\c1cc(C(=O)O)c(C)o1)CO
→ -9, i, i, 6, 11, i, i, i, i, i, i
- Cc1ccc(NC(=O)C2CCN(C(=O)NC3CCCCC3)CC2)cc1
→ 2, i, i, 0, -1, i, i, i, i, i, i
- CCOc1cccc(C(=O)N(Cc2cccc(F)c2)C2CCS(=O)(=O)C2)c1 (configuration not stated)
→ -9, i, i, ., -7, i, i, i, i, i, i
- COc1ccc(NC(=O)COC(=O)Cc2ccccc2[N+](=O)[O-])cc1OC
→ -22, i, i, -1, -16, i, i, i, i, i, i
- CCN(CC)CCCNC(=O)c1cc(-c2ccccc2)c(N2CCCCC2)s1
→ -10, i, i, -4, 1, i, i, i, i, i, i
- CC1CCC(C(C)C)C(OC(=O)COC(=O)c2cccn2C)C1 (configuration not stated)
→ -21, i, i, 1, 44, i, i, i, i, -8.8*, -13*
- CCn1c(CNC(=O)c2cccs2)n[nH]c1=S
→ -5, i, i, 1, 0, i, i, i, i, i, i
- Cc1cccc(C(=O)NCC(=O)N(C)CC(=O)Nc2ccc(N3CCOCC3)cc2)c1
→ -5, i, i, 0, -10, i, i, i, i, i, i
- Cc1nc(C2CC(=O)OC23CCCCC3)cs1 (configuration not stated)
→ -5, i, i, -4, 10, i, i, i, i, i, i
- CCOC(=O)N1CCN(C(=O)COc2ccc(S(=O)(=O)NC(C)C)cc2)CC1
→ -9, i, i, -3, 0, i, i, i, i, i, i
- CCOc1ccc(CCNC(=O)CN2C(=O)NC3(CCCC3)C2=O)cc1OCC
→ -8, i, i, 3, -15, i, i, i, i, i, i
- CCC(C)N(C)C1CCN(C(=S)Nc2ccc(OC)cc2)CC1 (configuration not stated)
→ -7, i, i, 0, -5, i, i, i, i, i, i
- FC(F)(F)c1cc(-c2ccc(Cl)cc2)nc2ncnn12
→ -10, i, i, -55, -3, i, i, i, i, i, i
- COc1cccc(CNS(=O)(=O)c2ccc3c(c2)CC(C)N3C(=O)C2CCC2)c1 (configuration not stated)
→ -9, i, 100*, 8, -4, i, i, i, i, i, i
- CCOC(=O)CC(=O)CSc1nc(N)c(C#N)c(-c2ccc(Cl)cc2)c1C#N
→ -10, i, i, 14, 32, i, i, i, i, i, i
- O=[N+]([O-])c1ccc(Oc2cnc3ccccc3n2)cc1
→ -3, i, i, 0, 1, i, i, i, i, i, i
- COc1ccc(-c2ncncc2-c2ccccc2)c(O)c1
→ -8, i, i, 3, 1, i, i, i, i, i, i
- COc1ccccc1CSc1ncc(-c2ccc([N+](=O)[O-])cc2)[nH]1
→ -10, i, i, 2, 4, i, i, i, i, i, i
- O=C(COC(=O)Cc1ccc(Cl)cc1)Nc1ccc2[nH]c(=O)[nH]c2c1
→ -10, i, i, 7, -13, i, i, i, i, i, i
- COc1ccc(CC(=O)c2ccccc2C(=O)O)cc1
→ 1, i, i, 0, -2, i, i, i, i, i, i
- CCn1c(O)c(C=Nc2ccccc2)sc1=O
→ -5, i, i, ., 1, i, i, i, i, i, i
- COc1ccc(S(=O)(=O)N2CCC(C(=O)NCCCN3CCOCC3)CC2)cc1
→ -7, i, i, -5, 1, i, i, i, i, i, i
- O=S(=O)(c1ccc(F)cc1)n1ccc(-c2cccc(OCc3c(F)cccc3Cl)c2)n1
→ -10, i, i, -5, -7, i, i, i, i, i, i
- O=C(CSc1ccccc1[N+](=O)[O-])NC1CCS(=O)(=O)C1 (configuration not stated)
→ 1, i, i, -8, 20, i, i, i, i, i, i
- CC1(C)C(C=C(Cl)Cl)C1C(=O)N/N=C/c1ccccc1F (configuration not stated)
→ -13, i, 25*, -2, -10, i, i, i, i, i, -9.5*
- COc1cc(C(=O)OCC(=O)NCCCc2ccccc2)ccc1OCC(C)C
→ -9, i, i, -1, 3, i, i, i, i, i, i
- CCc1ccc(C2C(C#N)=C(N)N(N3CCOCC3)C3=C2C(=O)CC(C)(C)C3)s1 (configuration not stated)
→ -1, i, i, -6, 1, i, i, 4.8*, i, i, i
- Cn1cc(Cl)c(C(=O)N2CCN(c3ncccn3)CC2)n1
→ -1, i, i, 2, 0, i, i, i, i, i, i
- Cc1ccc(NC(=O)CSc2ccc(-c3ccccn3)nn2)cc1
→ -14, i, i, 8, -3, i, i, i, i, i, i
- C=CCN1C(c2ccccc2)=CS/C1=C(\C#N)c1nnc2n1CCCCC2
→ -1, i, i, -1, 2, i, i, i, i, i, i
- COc1ccc(CN2C(=O)c3cccnc3C2=O)cc1S(=O)(=O)NCc1ccccc1
→ -7, i, i, 4, -2, i, i, i, i, i, i
- CCCC[n+]1ccn(-c2nc3ccccc3nc2[N-]S(=O)(=O)c2ccc(C)cc2)c1
→ -8, i, i, -3, 4, i, i, i, i, i, i
- CCOC(=O)/C(C#N)=C/c1ccc(OC(=O)c2ccco2)c(OCC)c1
→ -6, i, i, 9, 2, i, i, i, i, i, i
- CC(C)C(NC(=O)OCc1ccccc1)C(=O)OCC(=O)N1C(C)CCCC1C (configuration not stated)
→ -7, i, i, -4, 0, i, i, i, i, i, i
- Cn1c(=O)cc(SCC(=O)N2CCCC2)c2cc(Cl)ccc21
→ -2, i, i, 2, -6, i, i, i, i, i, i
- Cc1ccccc1NC(=O)c1cc(N)ccc1N1CCCCC1
→ -11, i, i, -6, ., i, i, i, i, i, i
- Cc1ccc([N+](=O)[O-])cc1N=C(c1ccc([N+](=O)[O-])cc1)N1CCOCC1
→ -9, i, i, 0, 12, i, i, i, i, i, i
- Cn1c(=O)c(C(=O)NC2CCCCCC2)c(O)c2ccccc21
→ -9, i, i, -4, 2, i, i, i, i, i, i
- CC(C)(C)c1ccc(C(=O)NCC(=O)N2CCNC(=O)C2)cc1
→ -5, i, i, 0, 10, i, i, i, i, i, i
- CCN(CC)C(=O)Cn1cc(C(=O)C(=O)N(CC)C2CCCCC2)c2ccccc21
→ -4, i, i, 7, -2, i, i, i, i, i, i
- COc1cc(CN2CCNC(=O)C2CC(=O)NCCCN2CCOCC2)cc(OC)c1 (configuration not stated)
→ -8, i, i, -12, 0, i, i, i, i, i, i
- CCCc1nc2ccccc2n1C(=S)SC
→ -14, i, i, -3, 1, i, i, i, i, i, i
- COc1ccc(CCNC(=O)C2CC(=O)N(C3CCCC3)C2)cc1OC (configuration not stated)
→ -9, i, i, 0, 5, i, i, i, i, i, i
- Cc1ccc(CNS(=O)(=O)c2ccc(C(F)(F)F)cc2)n1C
→ 1, i, i, 6, -1, i, i, i, i, i, i
- CC(=O)Nc1ccc(-n2c(C)nc(=O)c(-c3ccccc3)c2C)cc1
→ 4.7*, i, i, 0, -2, i, i, i, i, i, i
- COc1ccc(S(=O)(=O)N2CCC(NC(=O)c3cccnc3)CC2)cc1
→ -10, i, i, -1, -13, i, i, i, i, i, i
- O=C1OC(N2CCN(C(=O)c3ccco3)CC2)c2ccccc21 (configuration not stated)
→ -11, i, i, -1, -1, i, i, i, i, i, i
- COc1ccc(S(=O)(=O)N2CCOCC2)cc1NC(=O)CSc1nnc(C2CC2)n1N
→ -9, i, i, -4, -4, i, i, i, i, i, i
- CC1Cn2c(CCc3ccccc3)nnc2S1 (configuration not stated)
→ -2, i, i, 0, 1, i, i, i, i, i, i
- CN(C)c1ccc(C(=S)Nc2ccccc2)cc1
→ -7, i, i, 3, 3, i, i, i, i, i, i

# Screening results deposited in PubChem BioAssay by several laboratories.
